Screening data: PubChem, National Center for Advancing Translational Sciences (NCATS)
KCNH2 3.1 inh – qHTS for Inhibitors of KCHN2 3.1: Mutant qHTS | Potassium voltage-gated channel subfamily H member 2, brain isoform KCNH2 3.1 (human) | U2OS KCNH2 3.1, thallium flux FluxOr; active compounds read low | activity change, % (tested at about 1.8 µM) | 340,000 compounds, 0.95% hits | AID 720553, 2013;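 active = maximum activity change below -70%; inconclusive = maximum activity change from -70% to -50%; inactive = maximum activity change above -50%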;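 also: thallium influx rate constant from kinetic fluorescence after stimulation buffer; % is scaled to controls: 0 for no effect and ±100 for the full control effect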
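FluxOr-based Tl+ influx in U2OS cells transduced with KCNH2 3.1 virus; rate constants normalized to DMSO controls.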
Rab9 promoter act – qHTS Assay for Rab9 Promoter Activators | Huh7 Rab9 promoter-luciferase reporter, luminescence, 24 h | Potency, µM (titrated, usually from 9.22 µM), for the others: at the highest dose activation, negative = inhibition, actives largely listed as activators | 320,000 compounds, 2.8% hits | AID 485297, 2010; also: potency is read from the fitted curve at half-maximal effect; % of control where 0% means no effect; nearly all actives have a fitted effect of over 60% in size
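Quantitative HTS format; Huh7 Rab9-luciferase reporter cells (1500/well) receive compound 2 h post-plating, incubate 24 h at 37 °C, then get luciferase reagent for 10 min before luminescence reading.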
NPC1 promoter act – qHTS Assay for NPC1 Promoter Activators; Huh7 NPC1 promoter luciferase reporter, 24 h; Potency, µM (doses to about 9.22 µM), inactives show top-dose activation, actives largely listed as activators; 320,000 compounds, 2.4% hits;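 also: potency is read from the fitted curve at half-maximal effect; % of control where 0% means no effect; nearly all actives have a fitted effect of over 60% in size; reporter is driven by a mutant NPC1 promoter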
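NPC1 promoter–luciferase Huh7 cells; 24 h compound; luminescence.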
uPA generation – qHTS for Inhibitors of Cell Surface uPA Generation; cell surface uPA generation assay, qHTS; Potency, µM (highest dose often 38.3 µM), for the others: top-dose activity change, negative = inhibition, usual class: inhibitors; 330,000 compounds, 0.31% hits; AID 540303, 2011; active = well fitted inhibition curve with a large enough effect; inconclusive = small, poorly fitted or top-dose-only effect; inactive = no such curve, though single readings can be large or run the other way; tested in mouse RAW 264.7 cells; also: potency is read from the fitted curve at half-maximal effect; % is scaled to controls: 0 for no effect and ±100 for the full control effect; nearly all actives have a fitted effect of over 55% in size
FLuc counter – qHTS profiling assay for firefly luciferase inhibitor/activator using purifed enzyme and Km concentrations of substrates (counterscreen for miR-21 project); Luciferin 4-monooxygenase (Photinus pyralis), P08659; purified FLuc, Km substrates, luminescence inhibition; Potency, µM (doses to about 57.5 µM), for the others: at the top dose activity change, negative = inhibition, actives largely listed as inhibitors; 360,000 compounds, 6.9% hits; AID 588342, 2011;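 also: potency is read from the fitted curve at half-maximal effect; plate controls were vehicle for no effect and reference inhibitor for full effect; nearly all actives have a fitted effect of over 55% in size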
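Biochemical qHTS of compounds, final roughly 60 µM downward over six points, against 10 nM purified firefly luciferase using Km concentrations of substrates (10 uM D-luciferin, 10 uM ATP) in Tris acetate pH 7.5 buffer; luminescence output.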
VP16 counter – VP16 counterscreen qHTS for inhibitors of ROR gamma transcriptional activity; Potency, µM (top dose mostly 53.6 µM), inactives show at the highest dose activity, negative = inhibition, actives largely listed as inhibitors; AID 2546, 2010; 310,000 compounds, 3.5% hits; Drosophila S2 Gal4-VP16 UAS-luciferase, luminescence, 20 h;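 also: Gal4-VP16 expression switched on by copper sulfate through the metallothionein promoter; potency is read from the fitted curve at half-maximal effect; % is scaled to controls: 0 for no effect and ±100 for the full control effect; nearly all actives have a fitted effect of over 50% in size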
Giardia killer – Small Molecules that selectively kill Giardia lamblia: qHTS; activity change, % at 7.66 µM, hits read low; 340,000 compounds, 0.15% hits; Giardia lamblia trophozoite viability; in the data active = activity change below about -80%; inconclusive = between about -30% and that limit;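 also: parasites exposed to compound for two days anaerobically before the ATP read; % is scaled to controls: 0 for no effect and ±100 for the full control effect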
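Luminescent ATP signal served as the viability read-out, measured 15-30 min after adding ATP detection reagent to trophozoites that had been incubated with compounds for 48 hrs at 37 deg C anaerobically at 100 cells/well.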
Tb PFK block – qHTS Assay to Find Inhibitors of T. brucei phosphofructokinase; ATP-dependent 6-phosphofructokinase (Trypanosoma brucei brucei), O15648; T. brucei PFK, ADP-Glo luminescence; Potency, µM (titrated, usually from 57.5 µM), inactives show at the highest dose activity, negative = inhibition, hits mostly inhibitors; 330,000 compounds, 0.17% hits;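 also: potency is read from the fitted curve at half-maximal effect; 0% = uninhibited 1x PFK enzyme wells and -100% = no-enzyme wells; nearly all actives have a fitted effect of over 60% in size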
Target sequence (O15648 whole entry, looked up): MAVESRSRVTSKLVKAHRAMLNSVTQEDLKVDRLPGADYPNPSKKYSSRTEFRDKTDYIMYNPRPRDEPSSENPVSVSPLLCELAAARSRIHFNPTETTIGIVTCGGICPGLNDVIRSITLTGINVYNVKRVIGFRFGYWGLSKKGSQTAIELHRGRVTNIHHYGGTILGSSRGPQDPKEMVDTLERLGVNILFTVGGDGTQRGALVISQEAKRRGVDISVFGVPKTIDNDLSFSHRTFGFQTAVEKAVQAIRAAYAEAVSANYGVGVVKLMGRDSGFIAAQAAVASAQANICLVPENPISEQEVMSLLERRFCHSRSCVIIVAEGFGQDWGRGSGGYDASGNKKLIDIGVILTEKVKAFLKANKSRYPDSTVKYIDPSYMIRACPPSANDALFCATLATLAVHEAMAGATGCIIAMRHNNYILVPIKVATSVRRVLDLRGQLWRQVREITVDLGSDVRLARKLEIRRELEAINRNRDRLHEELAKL
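1.25 nM PFK with 0.5 mM F6P and 0.1 mM ATP in 0.1 M TEA pH 8.0, 5 mM MgCl2, incubated 45 min at room temperature; ADP measured by ADP-Glo luminescence; compounds titrated up to 57 uM.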
FBPA coupling cs – qHTS Assay for Inhibitors of Fructose-1,6-bisphosphate Aldolase from Giardia Lamblia: Coupling assay counterscreen; coupling enzyme system counterscreen, AmpLite Red fluorescence; activity change, negative = inhibition, % at 58.2 µM, hits read low; 290,000 compounds, 0.67% hits; AID 2472, 2010; in the data active = activity change below about -30%; also: % is scaled to controls: 0 for no effect and ±100 for the full control effect
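Final compound at 57.5 uM, incubated 10 min at RT with coupling enzyme reagent (glyceraldehyde-3-phosphate), then 20 min with substrate and AmpLite Red detection. Fluorescence read at 525/598 nm; tests interference with the coupling assay, not aldolase inhibition.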
RORg inh – qHTS for inhibitors of ROR gamma transcriptional activity. Drosophila S2 Gal4-RORgamma UAS-luciferase reporter, 20 h. Potency, µM (titrated, usually from 53.6 µM), for the others: at the highest dose activity change, negative = inhibition, hits mostly inhibitors. 310,000 compounds, 5.4% hits; also: potency is read from the fitted curve at half-maximal effect; % is scaled to controls: 0 for no effect and ±100 for the full control effect; nearly all actives have a fitted effect of over 60% in size
Target sequence (P51450 whole entry, looked up, the tested form may be a part): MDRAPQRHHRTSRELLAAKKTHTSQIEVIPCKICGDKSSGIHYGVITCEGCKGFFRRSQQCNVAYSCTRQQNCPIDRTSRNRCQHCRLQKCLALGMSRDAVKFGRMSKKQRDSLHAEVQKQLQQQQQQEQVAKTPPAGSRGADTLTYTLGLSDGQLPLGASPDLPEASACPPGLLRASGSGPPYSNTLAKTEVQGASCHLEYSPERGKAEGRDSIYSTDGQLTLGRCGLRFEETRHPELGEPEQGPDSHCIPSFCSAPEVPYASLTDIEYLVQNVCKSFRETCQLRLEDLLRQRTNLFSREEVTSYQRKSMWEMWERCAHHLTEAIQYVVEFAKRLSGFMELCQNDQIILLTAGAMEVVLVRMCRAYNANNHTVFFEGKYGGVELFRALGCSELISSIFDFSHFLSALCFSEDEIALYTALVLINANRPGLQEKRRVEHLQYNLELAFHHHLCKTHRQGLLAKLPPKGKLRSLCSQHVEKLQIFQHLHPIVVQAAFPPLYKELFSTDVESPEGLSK
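Using a luciferase readout, inhibitors were identified by reduced reporter activity in Drosophila cells coexpressing a copper-inducible Gal4–ROR gamma fusion and UAS-driven Photinus luciferase, incubated 20 hr after 700 uM copper sulfate.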
ELG1 genotox – qHTS screen for small molecules that induce genotoxicity in human embryonic kidney (HEK293T) cells expressing luciferase-tagged ELG1; AID 504466, 2011; 330,000 compounds, 1.3% hits; HEK293T ELG1-luciferase reporter, luminescence, 16 h; Potency, µM (doses to about 46 µM), for the others: at the top dose activity change, positive = activation, most hits filed as activators; also: potency is read from the fitted curve at half-maximal effect; % of control where 0% means no effect; nearly all actives have a fitted effect of over 60% in size
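Screening used a luciferase reporter fused to human ELG1 in HEK293T cells. Luminescence was read on a CCD plate imager after 16 hr exposure and 30 min ONE-Glo incubation.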
* hit, by the source's call; ? = inconclusive; · = not tested or not shown; & = joins results of further samples; [ ] = dose if it differs, or a comment. Unless noted, calls follow the shape of the dose curve; as a rule, active = well fitted curve in the direction sought with a large enough effect; inconclusive = small, poorly fitted or top-dose-only effect, or another doubt; inactive = no such curve, though single readings can be large; an effect the other way counts as inactive or inconclusive.

Values run as follows: KCNH2 3.1 inh	Rab9 promoter act	NPC1 promoter act	uPA generation	FLuc counter	VP16 counter	Giardia killer	Tb PFK block	FBPA coupling cs	RORg inh	ELG1 genotox
- CN1CCN(C(=O)COc2ccc(S(=O)(=O)NCc3ccccc3)cc2Cl)CC1
    8	1%	-1%	7%	0%	3%	-1	-1%	4	5%	-1%
- CCn1c(O)c(C=NCCN2CCOCC2)c(=O)[nH]c1=S
    12	-4%	-2%	-1%	-3%	0%	22	0%	0	0%	-1%
- O=C(COc1ccccc1)N1CCN(CC2CC3C=CC2C3)CC1 (configuration not stated)
    -9	-4%	-5%	-6%	2%	-13%	24	0%	-4	23%	-1%
- Cc1cc(C=C2C(=O)N(C)C(=S)N(C)C2=O)c(C)n1-c1cccnc1
    -7	-1%	1%	2%	?	0%	23	10%	4	8%	7%
- CN(C)[C@@H]1C(=O)C(C(N)=O)=C(O)[C@@]2(O)C(=O)C3=C(O)c4c(O)ccc(Cl)c4[C@@](C)(O)C3C[C@@H]12 (some centres not stated)
    4	-5%	-3%	-9%	10%	-12%	-18	-4%	-8	-16%	-1%
- CC(=O)Nc1ccc(OC(=O)c2ccccc2N)cc1
    -14	1%	3%	-8%	?	·	16	-1%	0	0%[0.365 µM]	-9%
- O=c1[nH]c(=O)n(-c2ccccc2F)c(O)c1C=NCCC1=CCCCC1
    32	-1%	-7%	9%	2%	3%	-3	-4%	2	21%	17%
- O=c1[nH]c(Cl)ccc1CN1CCOCC1
    8	-5%	0%	-1%	-1%	·	11	-9%	·	·	3%
- O=C(Nc1ccc(Cl)cc1)O/N=C(\c1ccccc1)c1ccccn1
    -7	-5%	-4%	-6%	?	-2%	8	1%	2	?	0%
- Cc1ccccc1NC(=O)NCCN1CC1
    0	-3%	2%	3%	3%	0%	2	3%	0	-11%	?
- O=C(c1ccccc1)C1CCCN(Cc2nc(-c3cnccn3)no2)C1 (configuration not stated)
    -1	0%	0%	3%	3%	19%	-12	5%	1	20%	-1%
- O=c1[nH]c(=O)n(C2CCCCC2)c(O)c1C=Nc1ccc(N2CCOCC2)cc1
    4	0%	0%	1%	-1%	-11%	12	-1%	4	-14%	8%
- COc1ccc(N2CCN(Cc3nc4ccccc4[nH]3)CC2)cc1
    -6	29%	2%	3%	2%	1%	-14	4%	-6	-1%	15%
- CCCCn1c(O)c(C=Nc2c(C)n(C)n(-c3ccccc3)c2=O)c(=O)[nH]c1=O
    0	-2%	-3%	4%	11%	2%	16	-3%	3	0%	3%
- CC(C)C(=O)Nc1ccc(N2CCN(C)CC2)c(F)c1
    -8	10%	2%	3%	-12%	8%[10 µM]	-1	1%	1	4%	4%
- CCN1CCC2(CC1)NC(CO)(CO)CO2
    5	-1%	2%	1%	1%	1%	1	1%	·	8%	1%
- CCC1C2Cn3c(nc4ccccc43)C1N(C)O2 (configuration not stated)
    0	-2%	-1%	-3%	3%	-7%	-11	2%	0	21%	8%
- O=C1c2ccccc2C(=O)N1Cc1nc2ccccc2c(=O)n1-c1ccccn1
    6	-8%	0%	-2%	-3%	-8%	3	-5%	1	32%	-2%
- Cn1c(O)c(C=Nc2ccccc2)c(=O)n(C)c1=O
    -2	-5%	0%	-7%	-15%	-4%	-11	1%	3	2%	2%
- O=c1[nH]c(=O)n(C2CCCCCC2)c(O)c1C=NCc1cccnc1
    3	0%	1%	-5%	-1%	0%	3	2%	0	12%	6%
- CCOc1cc(C=C2C(=O)NC(=O)NC2=O)cc([N+](=O)[O-])c1O
    ·	-10%	-4%	·	?	-9%	·	-6%	-12	-12%	-5%
- CC(N)Cc1c[nH]c2ccc(OCc3cccs3)cc12 (configuration not stated)
    -34	-16%[46.1 µM]	-10%[46.1 µM]	-8%	·	·	13	·	·	·	·
- CCN(CC)c1ccc(CNCCc2ccccc2F)cc1
    -8	-6%	-1%	5%	2%	-3%	-5	12%	-1	-6%	-8%
- O=c1c(C=NCc2cccs2)c(O)n(C2CCCCC2)c(=O)n1C1CCCCC1
    -21	-9%	-2%	3%	7%	0%	-1	3%	-3	-18%	-4%
- CCOC(=O)C1=C(C)OC(N)=C(C(=O)OC)C12C(=O)Nc1ccc(Br)cc12 (configuration not stated)
    10	2%	2%	2%	7%	0%	5	5%	0	9%	-1%
- COc1ccc(CCNCc2ccsc2)cc1OC
    -10	1%	2%	2%	-4%	0%	-26	-1%	-2	?	-1%
- COC(=O)C1=C(c2ccc(-c3ccccc3)c(F)c2)C[C@@H]2CC[C@H]1N2C(=O)NCCOc1ccccc1
    -2	-1%	-3%	?	3%	·	-2	9%	·	·	-4%
- CCc1ccc(NC(=O)CN2CC(c3ccccc3)CC2=O)cc1 (configuration not stated)
    -2	-13%	-4%	18%	-18%	2%	-8	1%	3	33%	-5%
- COC(=O)C1=C(c2cc3ccccc3o2)C[C@@H]2CC[C@H]1N2C
    -3	-3%	-1%	-20%	-2%	·	26	-4%	·	·	1%
- COC(=O)C1=C(c2ccc(Cl)c(C(F)(F)F)c2)C[C@@H]2CC[C@H]1N2C(=O)NC1CCCCC1
    -8	-11%	4%	?	-1%	·	-4	6%	·	·	-2%
- O=C1NC(=O)N(c2ccccc2)C(=O)/C1=C\c1ccc([N+](=O)[O-])o1
    ·	0%	-1%	·	?	-3%	·	?	-6	11%	-3%
- CCCCn1c(=O)c(C(=O)Nc2nnc(C(C)C)s2)c(O)c2ccccc21
    ·	-7%	-6%	·	-13%	1%	·	-10%	-1	-9%	1%
- O=C(COC(=O)c1ccccc1)Nc1ccccc1Sc1ccccc1
    -45	-1%	0%	5%	-2%	?	-17	-1%	-2	-2%	0%
- Cn1c(O)c(C=NCCN2CCOCC2)c(=O)n(C)c1=S
    16	-2%	-1%	0%	1%	-2%	3	-3%	2	-4%	-1%
- CCOC(=O)CNC(=O)CSP(=S)(OCC)OCC
    -4	2%	-4%	2%	1%	-2%	21	-1%	0	?	-4%
- CCCCn1c(=O)c(C(=O)NCc2ccccc2Cl)c(O)c2ccccc21
    -2	-4%	2%	9%	1%	1%	-20	3%	-2	16µM*	-12%
- Cc1n[nH]c(C)c1CCCCOc1ccc([N+](=O)[O-])cc1
    20	0%	5%	-3%	-1%	?	13	2%	0	37%	-2%
- CC(=O)OC1CC(OC2C(O)CC(OC3C(O)CC(OC4CCC5(C)C(CCC6C5CC(O)C5(C)C(C7=CC(=O)OC7)CCC65O)C4)OC3C)OC2C)OC(C)C1OC1OC(CO)C(O)C(O)C1O (configuration not stated)
    8	·	·	0%	·	?	-5	·	0	-18%	·
- Nc1ccc2nonc2c1[N+](=O)[O-]
    11	7%	-1%	6%	-2%	6%	-11	-4%	-16	-14%	-3%
- CN1CCCCC1c1ccc(-c2cccnc2)nc1 (configuration not stated)
    10	-1%	2%	-6%	-8%	-2%&-14%&0%	-7	-5%	0&0&1	-3%&3%&-15%	4%
- Cc1ccsc1C(=O)C1CCCN(Cc2cnc(N(C)C)s2)C1 (configuration not stated)
    ·	-4%	0%	·	-7%	8%	·	-1%	1	?	-4%
- Cn1cnc([N+](=O)[O-])c1Sc1ccc([N+](=O)[O-])cc1
    -5	-23%	-12%	·	-5%	?	-20	-13%	0	11µM*	11%
- COc1ccc(CNS(=O)(=O)c2cc3c(cc2C)N(C)CCO3)cc1
    16	-3%	-21%	?	1%&-7%	-1%	-9	0%	0	31%	0%
- Nc1cc(N2CCNCC2)ccc1[N+](=O)[O-]
    3	-5%	-3%	2%	3%	-4%	14	-15%	1	-5%[10 µM]	4%
- Cc1cc(C(=O)O)c(C)n1C1CC1
    28	1%	3%	-2%	-4%	2%	-4	15%	-1	-14%	-1%

An excerpt. The share of hits here may be higher or lower than overall.
